Mdm2 MdmX PPI: inhibitors of human Mdm2-MdmX association, primary screen, cell-based, luminescence, split luciferase, SaOS-2, uHTS; SaOS-2 split-luciferase Mdm2/MdmX complementation; inhibition, % at 8 µM; 3% of 330,000 active; AID 485346, 2010;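 active = inhibition of at least 50% at 8 µM in the primary screen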
CXCR6 inh: CXCR6 receptor inhibitors, primary screen, cell-based, beta-arrestin, luminescence, CHO-K1 PathHunter, 1536-well | inhibition, % at 20 µM | C-X-C chemokine receptor type 6 (Homo sapiens), O00574 | 0.36% of 360,000 active; in the data active = inhibition above about 34%, passing the limit was not always enough;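 also: antagonist mode with CXCL16 agonist at 10 nM final; 0% = 10 nM CXCL16 with DMSO and 100% = unstimulated wells without agonist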
Target sequence (O00574 whole entry, looked up): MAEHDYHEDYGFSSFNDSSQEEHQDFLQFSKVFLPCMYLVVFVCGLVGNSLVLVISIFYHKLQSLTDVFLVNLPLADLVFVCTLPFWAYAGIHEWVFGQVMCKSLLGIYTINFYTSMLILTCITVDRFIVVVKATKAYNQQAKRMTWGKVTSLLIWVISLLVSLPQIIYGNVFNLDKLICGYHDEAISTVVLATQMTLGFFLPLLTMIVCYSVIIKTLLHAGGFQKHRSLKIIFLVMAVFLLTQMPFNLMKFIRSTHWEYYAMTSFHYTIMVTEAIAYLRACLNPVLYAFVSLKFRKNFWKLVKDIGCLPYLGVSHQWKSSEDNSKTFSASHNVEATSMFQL
UPR CHOP act: activators of apoptotic CHOP UPR arm, primary screen, cell-based, CHO-CHOP luciferase reporter, luminescence, uHTS; UPR activation; percent of tunicamycin response over DMSO baseline; activation, % at 10 µM; 0.34% of 330,000 active;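 active = at 10 µM dose, activation of 40% or more, normalized to positive control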;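 also: 100% = tunicamycin at 10 µg/mL and 0% = DMSO alone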
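Evaluation: % reporter activation, DMSO baseline versus tunicamycin full activation; System: CHO-CHOP luciferase reporter cell line; Input: 500 cells/well; Incubation: 6 h compound treatment, 37 °C; Measured by: Steady-Glo luciferase luminescence; Dosing: one dose, 10 µM in 0.5% DMSO; Buffer or medium: F12 medium, 10% FBS; Benchmarks: positive tunicamycin 10 µg/mL, negative DMSO alone.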
CCR6 antag: CCR6 receptor antagonists, primary screen, cell-based, CHO-K1, luminescence, beta-arrestin, uHTS; CHO-K1 CCR6 PathHunter beta-arrestin, CCL20-stimulated; 0.49% of 340,000 active; inhibition, % at 20 µM; C-C chemokine receptor type 6 (Homo sapiens), P51684;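 active = compounds whose inhibition of the agonist-driven luminescence signal at 20 µM reaches about 50%, limit read from the data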;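 also: cells stimulated with CCL20 at 14 nM final; plate controls were DMSO with CCL20 for no effect and DMSO without agonist for full effect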
Target sequence (P51684 whole entry, looked up): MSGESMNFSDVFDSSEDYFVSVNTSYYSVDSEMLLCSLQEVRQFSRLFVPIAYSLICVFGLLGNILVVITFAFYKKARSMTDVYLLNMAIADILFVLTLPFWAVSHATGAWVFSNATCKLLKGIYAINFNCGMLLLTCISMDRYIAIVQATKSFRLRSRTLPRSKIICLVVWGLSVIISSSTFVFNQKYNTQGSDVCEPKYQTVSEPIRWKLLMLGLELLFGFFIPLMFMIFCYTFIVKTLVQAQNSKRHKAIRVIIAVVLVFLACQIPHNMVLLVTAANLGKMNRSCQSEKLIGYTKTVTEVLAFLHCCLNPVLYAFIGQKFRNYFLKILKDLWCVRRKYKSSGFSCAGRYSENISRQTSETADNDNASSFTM
Gli-Sufu antag: Gli-Sufu pathway antagonists, primary screen, luciferase luminescence, Sufu-KO-LIGHT cells, uHTS; Sufu-KO-LIGHT fibroblasts, Gli luciferase reporter luminescence; 0.74% of 340,000 active; AID 588413, 2011; inhibition, % at 5 µM;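 active = inhibition above about 55%, limit read from the data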;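 also: 0% = DMSO-treated cells and 100% = wells with medium but no cells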
EBI2 antag: EBI2 receptor antagonists, beta-arrestin recruitment, primary screen, cell-based, luminescence, 7a,25-OHC stimulation, uHTS. G-protein coupled receptor 183 (Homo sapiens), P32249. 7a,25-OHC stimulated. inhibition, % at 5 µM. 0.81% of 360,000 active. AID 651636, 2012; in the data active = inhibition above about 38%;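 also: enzyme fragment complementation signal reports receptor beta-arrestin coupling in cells; 0% = agonist plus DMSO wells and 100% = wells without agonist; some results beyond the cut were filed as inactive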
697 NFkB inh: inhibitors of PMA/ionomycin-induced NF-kB reporter, 697 cells, primary screen, B-cell NF-kB inhibitor project, cell-based, luminescence, uHTS; 697 B-cell NF-kB luciferase reporter, 16 h; inhibition, % at 4 µM; 0.33% of 330,000 active; AID 435022, 2010; in the data active = inhibition above about 35%
XBP1 UPR activ: activators of adaptive XBP1 UPR arm, primary screen, cell-based, CHO-XBP1 luciferase reporter, luminescence, uHTS | IRE1-XBP1 UPR activation; percent of tunicamycin response, DMSO as zero | activation, % at 20 µM | 0.33% of 330,000 active;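 active = versus positive control, 20 µM dose yields 30% or more activation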;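 also: 100% = tunicamycin at 10 µg/mL and 0% = DMSO only wells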
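Material: CHO cell line with stable XBP1 luciferase reporter; buffer or medium: F12 medium containing 10% fetal bovine serum; compound: single point, 20 µM final compound, 1% DMSO; incubation: 6 h treatment, 37 °C; measured by: glow luminescence from Steady-Glo reagent; evaluation: activation, % of tunicamycin; control set: tunicamycin high, DMSO low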
Jurkat NFkB inh: inhibitors of induced NF-kB luciferase reporter, primary screen, TCR NF-kB activation inhibitor project, cell-based, luminescence, uHTS. Jurkat, PMA/ionomycin-induced NF-kB luciferase reporter. inhibition, % at 4 µM. 0.53% of 330,000 active. AID 435003, 2010; in the data active = inhibition above about 50%
The depositor's hits bear a star.

Sample of the layout, two compounds:
SMILES	Mdm2 MdmX PPI	CXCR6 inh	UPR CHOP act	CCR6 antag	Gli-Sufu antag	EBI2 antag	697 NFkB inh	XBP1 UPR activ	Jurkat NFkB inh
Cn1cc(S(=O)(=O)N2CCNCC2)cc1C(N)=O	9	4	0.8	-6	8	-5	2	0	-7
COc1cc(-c2noc(C)c2C#Cc2ccc(N)cc2)cc(OC)c1OC	89*	11	3.0	17	36	-10	1	59*	49

The listing (from the top)
SMILES	Mdm2 MdmX PPI	CXCR6 inh	UPR CHOP act	CCR6 antag	Gli-Sufu antag	EBI2 antag	697 NFkB inh	XBP1 UPR activ	Jurkat NFkB inh
Cn1cc(S(=O)(=O)N2CCNCC2)cc1C(N)=O	9	4	0.8	-6	8	-5	2	0	-7
COc1cc(-c2noc(C)c2C#Cc2ccc(N)cc2)cc(OC)c1OC	89*	11	3.0	17	36	-10	1	59*	49
COc1ccc(N2CC(C(=O)NC3=NCCS3)CC2=O)cc1 (stereo not drawn)	7	-7	-1.6	4	-1	-1	10	0	8
Cn1c(=O)[nH]c(Nc2ccc(F)cc2)c([N+](=O)[O-])c1=O	-20	2	0.0	6	-1	0	-27	1	4
C/C(=C/c1ccccc1)C(=O)N1CCC(C)CC1	-2	-2	2.0	13	-31	6	3	-3	-1
Cc1ccc(CNC(=O)Cn2cnc(S(=O)(=O)N3CCCCC3)c2)o1	26	0	0.2	-2	-1	-7	3	-7	3
Cc1ccc(S(=O)(=O)N2CCC(C(=O)OC(C)C(=O)NC3CCCCC3C)CC2)cc1C (stereo not drawn)	3	8	0.4	14	7	1	24	-3	14
CCOc1c(Br)cc(CNc2ccc3c(c2)OCCO3)cc1OC	71*	-8	-4.1	11	-9	-8	-29	-5	46
O=C(NC(Cc1ccccc1)C(=O)O)C1CCCCC1 (stereo not drawn)	11	4	0.8	0	-4	-1	-3	-1	3
CC(C)Cc1c(O)nc(SCC(=O)Nc2ccc3c(c2)CCC3)[nH]c1=O	11	-1	-0.4	-7	-6	-4	-2	-3	1
COc1cccc(-c2nn(-c3ccc(C)cc3)cc2C(=O)N(C)CC(=O)Nc2cccc(F)c2)c1	38	-3	-0.4	11	2	11	-2	2	-10
COc1ccc(CCN2C(=O)CC(N3CCOCC3)C2=O)cc1OC (stereo not drawn)	22	-13	2.0	4	4	-5	16	-1	-9
O=C(NN=Cc1ccc(F)cc1)c1ccccc1NS(=O)(=O)c1cccs1	-10	2	1.8	7	3	-2	-20	4	-4
O=C(Oc1ccc(NC(=O)c2cc3c(cc2Br)OCO3)cc1)c1ccccc1	17	-6	-0.4	-8	-8	-10	-34	6	-32
COc1ccccc1NC(=S)N1CCN(C/C=C/c2ccccc2)CC1	-2	-6	-2.6	2	-3	4	12	-3	-4
Cc1ccc(CNC(=O)c2cc3c(=O)n4ccccc4nc3n(CC3CCCO3)c2=N)cc1 (stereo not drawn)	25	5	1.1	11	17	3	-18	-2	10
CC1CCCCN1C(=O)CSc1nc(C2CC2)nc2c1cnn2-c1ccccc1 (stereo not drawn)	54*	15	-1.9	-1	5	27	-25	-3	-6
Cc1ccccc1NC(=O)N1CCN(S(=O)(=O)c2ccccc2)CC1	6	5	-0.9	3	-2	4	4	-3	-21
CCOc1ccccc1NS(=O)(=O)c1c(C)noc1C	-2	3	0.8	17	4	1	16	-2	6
C#CCn1c(-c2cccs2)nc2ccccc21	-18	4	3.3	1	-2	7	-7	1	-1
CCN1CCN(C(c2cccc(OC)c2OC)c2nnnn2Cc2ccco2)CC1 (stereo not drawn)	6	2	-0.2	-1	7	0	1	0	-29
C/C(=N/NC(=O)c1ccc(Br)o1)c1cccc(NC(=O)c2ccc(C)o2)c1	21	-4	3.3	6	2	-14	-6	0	-32
CC(C)Cn1c(N)c(C(=O)COC(=O)c2cnc(Cl)c(Cl)c2)c(=O)n(C)c1=O	4	-13	0.0	-11	4	13	2	-2	0
O=C(Cc1ccc(S(=O)(=O)N2CCCC2)s1)N1CCOCC1	-16	3	0.3	-2	-5	-7	-9	-1	-14
C=CCn1c(COc2cc(C)ccc2C(C)C)nnc1SCC(=O)c1c(N)n(C)c(=O)n(C)c1=O	18	2	-1.4	-3	-4	13	-45	1	3
Cc1nc2ccccn2c1-c1csc(Nc2ccc(C(=O)O)cc2)n1	53*	-1	-2.6	-2	5	-5	6	2	30
CCCNC(=O)N1CCN(S(=O)(=O)c2ccc3c(c2)OCCO3)CC1	-3	-3	1.6	-4	2	-5	11	-1	1
COc1ccc(OC)c(NC(=O)COC(=O)COc2ccc(Nc3ccccc3)cc2)c1	-6	-12	-0.5	1	3	-14	-22	-2	-9
CCOc1ccc(OCC)c(-c2c(=O)n(OCc3ccccc3C(=O)OC)c3ccccc3[n+]2[O-])c1	-8	10	0.0	-4	8	-10	-5	1	7
O=C(CSc1nc2ccccc2o1)c1cc2ccccc2oc1=O	16	0	1.9	18	4	12	-13	4	-9
CC12C(=O)N(CCC(=O)O)C(=O)C1C1C=CC2C1 (stereo not drawn)	16	-2	2.6	-29	0	-25	17	2	-12
CS(=O)(=O)N(CC(=O)N1CCCC1)c1ccccc1Br	-1	1	0.9	1	2	-8	-3	1	0
CNC(=O)COC(=O)/C=C/c1cn(-c2ccccc2)nc1-c1ccc2c(c1)OCCO2	19	1	0.4	1	4	2	-5	1	-10
CCCn1c(C(C)NS(=O)(=O)c2ccccc2)n[nH]c1=S (stereo not drawn)	12	-15	2.4	-8	2	-13	15	-1	7
CC(C)(C)c1ccc(OCC(=O)NNC(=O)C2CCCO2)cc1 (stereo not drawn)	-13	0	1.1	5	-8	1	1	0	-3
COc1ccc(CCNCc2ccccc2N2CCCC2)cc1	32	5	-0.9	11	26	1	-13	-3	1
Cc1cccc(C)c1NC(=O)CNC(=O)c1ccc(S(=O)(=O)NCc2ccco2)cc1	5	2	0.6	11	3	-1	0	-1	14
O=C1CCC2S/C(=C/Nc3ccc(C(F)(F)F)cc3)C(=O)N12 (stereo not drawn)	14	1	-8.8	4	58*	-9	81*	-7	30
CCCCn1c2c(c(=O)n(C)c1=O)C(CC(=O)OCC(=O)Nc1cccc(C(F)(F)F)c1)C(=O)N2 (stereo not drawn)	-3	10	1.6	21	1	-1	-8	-2	2
Cc1nn(-c2ccccc2)c2c1C(c1ccc(F)cc1F)C(C#N)=C(N)O2 (stereo not drawn)	-12	0	-1.4	9	-2	-2	6	6	10
COc1ccc(Cl)cc1NC(=S)N1CCC(c2ccc(C)cc2)C1 (stereo not drawn)	19	4	-2.2	16	-17	10	7	-2	-5
COc1ccc(NC(=O)c2ccccc2[N+](=O)[O-])cc1	-1	8	0.6	-2	-5	-12	-5	-1	-1
C=CCN(C(=O)CCC(=O)Nc1cc(C)on1)C(C(=O)NC1CCCC1)c1cccnc1 (stereo not drawn)	8	8	-1.5	-4	-8	-4	15	5	-4
Cc1cccc(N2CCN(C(=O)C(Cc3ccccc3)NC(N)=O)CC2)c1C (stereo not drawn)	2	-6	-0.5	2	2	9	-1	-2	-2
O=C1CCc2cc(NS(=O)(=O)c3cc(F)ccc3F)cc3c2N1CC3	12	-1	-0.8	9	6	-5	1	-1	3
CCCCC(CC)C(=O)NCC(C)NC(=O)C(CC)CCCC (stereo not drawn)	11	5	0.0	16	8	5	6	-4	-6
CS(=O)(=O)NN1C(=O)c2ccccc2NC1c1cccc(O)c1 (stereo not drawn)	3	-2	-0.8	-6	4	-3	14	1	-9
Cc1cc(C)cc(NC(=O)C(=O)NCCc2c[nH]c3ccccc23)c1	9	-4	2.2	4	3	0	-1	-1	8
O=C(CSc1nncn1-c1ccccc1)Nc1c(F)cccc1F	11	0	4.1	13	-35	-16	9	-3	5
COC(=O)[C@@]1(Cc2ccc(OC)cc2)[C@@H]2C(=CC(=O)[C@H]2CC(=O)C(=O)N2CCCC2)CN1C(=O)c1ccccc1	69*	1	9.0	17	5	47*	-11	0	-3
N#CC1=C(N)OC2=C(C(=O)CCC2)C1c1ccsc1 (stereo not drawn)	-7	8	-1.9	-6	6	3	4	-1	-2
Cc1ccccc1S(=O)(=O)Cc1ccc(C(=O)NCCCN2CCCC(C)C2)o1 (stereo not drawn)	3	-4	-0.5	14	-3	-11	-14	-5	3
Cc1ccc(C(=O)N2CCN(c3ccc(NC(=S)NC(=O)Cc4ccccc4)cc3)CC2)cc1	-17	2	6.0	-6	22	7	-1	1	2

Single records, from the list above. Order of screens: Mdm2 MdmX PPI | CXCR6 inh | UPR CHOP act | CCR6 antag | Gli-Sufu antag | EBI2 antag | 697 NFkB inh | XBP1 UPR activ | Jurkat NFkB inh
COc1ccc(Cl)cc1NC(=S)N1CCC(c2ccc(C)cc2)C1 (stereo not drawn) reads 19 | 4 | -2.2 | 16 | -17 | 10 | 7 | -2 | -5
COc1ccc(NC(=O)c2ccccc2[N+](=O)[O-])cc1 reads -1 | 8 | 0.6 | -2 | -5 | -12 | -5 | -1 | -1
Cc1cc(C)cc(NC(=O)C(=O)NCCc2c[nH]c3ccccc23)c1 reads 9 | -4 | 2.2 | 4 | 3 | 0 | -1 | -1 | 8
CS(=O)(=O)NN1C(=O)c2ccccc2NC1c1cccc(O)c1 (stereo not drawn) reads 3 | -2 | -0.8 | -6 | 4 | -3 | 14 | 1 | -9

From PubChem BioAssay
